# Screens deposited in PubChem by Sanford-Burnham Center for Chemical Genomics.
# SENP8 block-1: inhibitors of human SENP8 protease. inhibition, % at 10 µM. AID 2540. actives 1.2% (n = 330,000). Q96LD8. purified SENP8, Z-RLRGG-aminoluciferin cleavage, luminescence; in the data active = inhibition above about 50%
# Target sequence (Q96LD8 whole entry, looked up): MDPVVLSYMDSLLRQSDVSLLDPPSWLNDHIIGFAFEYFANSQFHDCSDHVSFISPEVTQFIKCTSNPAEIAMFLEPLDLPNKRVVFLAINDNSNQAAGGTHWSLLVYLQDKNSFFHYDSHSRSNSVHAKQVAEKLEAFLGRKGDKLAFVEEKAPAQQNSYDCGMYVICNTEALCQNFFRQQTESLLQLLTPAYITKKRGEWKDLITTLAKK
# MIN6 prolif: induces beta-cell replication in MIN6 cells. MIN6 cells proliferation, ATPlite luminescence, 48 h; cells starved in 0.2% serum; 100% = growth in 10% serum. proliferation, % at 10 µM. actives 0.29% (n = 330,000). AID 2380;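 active = compounds whose signal lies at least 3.5 SD above the mean of all wells on their plate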;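 note: 0% = DMSO-treated cells in low-serum medium and 100% = 10% serum control; some compounds called inactive have numbers as strong as hits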
# UBC13 inh: inhibitors of human UBC13 polyubiquitin chain formation. P61088. TR-FRET. inhibition, % at 20 µM. actives 0.47% (n = 330,000). AID 485273; in the data active = inhibition above about 45%, passing the limit was not always enough
# Target sequence (P61088 whole entry, looked up): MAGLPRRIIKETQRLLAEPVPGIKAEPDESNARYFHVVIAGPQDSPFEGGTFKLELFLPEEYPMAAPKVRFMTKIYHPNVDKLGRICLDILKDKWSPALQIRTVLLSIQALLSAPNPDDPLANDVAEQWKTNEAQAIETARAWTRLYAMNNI
# HKDC1 inh: HKDC1 (human) hexokinase inhibition; actives 0.16% (n = 340,000); Q2TB90; inhibition, % at 20 µM; recombinant HKDC1, G6PDH/diaphorase resazurin coupled fluorescence;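 active = inhibition above about 35% when tested at 20 µM, limit read from the data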;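 note: plate controls were DMSO wells with enzyme for no effect and DMSO wells lacking enzyme for full effect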
#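 Test system: recombinant HKDC1 (HK5) hexokinase enzyme, produced in-house; Amount: enzyme 5 µg/mL final; Buffer or medium: Tris pH 8.0 buffer with MgCl2, Tween-20, BSA, BME; Reagent: glucose and ATP substrates; Doses: 20 µM test compound, 1% DMSO; Incubation: 90 min reaction incubation at room temperature, dark; Detection: resorufin fluorescence at 613 nm.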
# SENP1 inh: SENP1 (human) catalytic domain inhibition; recombinant SENP1 catalytic domain, CyPet-SUMO1-YPet FRET cleavage; actives 0.21% (n = 360,000); inhibition, % at 10 µM; AID 624204;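 active = inhibition at least 30% at 10 µM, raw YFP signal under a set limit, fluorescence ratio 0.5 to 1.5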;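 note: 0% = enzyme with DMSO and 100% = no enzyme wells; some results filed as inactive read as strong as hits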
# Target sequence (Q9P0U3 419-644 limits assumed): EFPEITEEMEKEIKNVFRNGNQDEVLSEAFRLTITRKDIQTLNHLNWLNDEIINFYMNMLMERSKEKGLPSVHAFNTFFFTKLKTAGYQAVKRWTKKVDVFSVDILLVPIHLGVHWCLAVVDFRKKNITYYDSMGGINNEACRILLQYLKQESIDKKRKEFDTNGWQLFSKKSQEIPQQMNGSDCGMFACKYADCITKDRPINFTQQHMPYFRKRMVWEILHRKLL
#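 System: Recombinant human SENP1 catalytic domain, His6-tagged | Incubation: Enzyme reaction for 50 min at room temperature, dark | Medium: Tris pH 8 with BME, BSA, NP40 and catalase | Also added: 25 nM SUMO1 FRET substrate | Compound: 10 µM single point, 0.5% DMSO | Measured by: FRET fluorescence in CFP and YFP emission channels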
# SENP7 block: inhibitors of human SENP7 protease; Q9BQF6; recombinant SENP7, Z-RLRGG-aminoluciferin luminescence, 40 min; inhibition, % at 5 µM; actives 1.5% (n = 330,000);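 active = inhibition above about 50% at the single test dose, limit read from the data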;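 note: plate controls were DMSO with enzyme for no effect and no enzyme buffer wells for full effect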
# Target sequence (Q9BQF6 706-1050 limits assumed): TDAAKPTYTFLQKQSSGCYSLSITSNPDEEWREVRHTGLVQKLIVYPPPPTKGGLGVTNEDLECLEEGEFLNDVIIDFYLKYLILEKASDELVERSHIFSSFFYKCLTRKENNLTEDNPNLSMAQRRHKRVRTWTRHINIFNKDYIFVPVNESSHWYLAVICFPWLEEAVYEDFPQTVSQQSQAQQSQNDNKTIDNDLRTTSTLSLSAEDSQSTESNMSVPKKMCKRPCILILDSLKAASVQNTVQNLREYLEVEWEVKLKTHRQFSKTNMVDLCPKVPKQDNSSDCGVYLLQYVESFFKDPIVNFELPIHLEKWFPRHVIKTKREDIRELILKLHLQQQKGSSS
# SENP8 block-2: inhibitors of human SENP8 protease. recombinant SENP8, Nedd8 substrate fluorescence. inhibition, % at 20 µM. actives 0.64% (n = 360,000). AID 602440; in the data active = inhibition mostly above about 40%, no sharp cut-off; inactive = mostly below about 27%
# SENP6 block: inhibitors of human SENP6 protease; Q9GZR1; Recombinant SENP6 catalytic domain, aminoluciferin luminescence; inhibition, % at 10 µM; actives 1.8% (n = 330,000); AID 2599;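 active = inhibition above about 50% at the single tested dose, limit read from the data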;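 note: plate controls were DMSO wells with enzyme for no effect and DMSO wells lacking enzyme for full effect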
# PfGluPho inh: PfG6PD (Plasmodium falciparum) enzyme inhibition; actives 0.78% (n = 350,000); PfGluPho enzyme, NADPH resazurin-diaphorase fluorescence; inhibition, % at 20 µM; AID 504690;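 active = inhibition reaching at least a set limit at 20 µM in the primary screen, cut at about 59% in these data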;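 note: 0% = DMSO wells with substrate and 100% = DMSO wells lacking glucose-6-phosphate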
# Active calls of the source: *. Not a hit list. About 4% of those tested had a hit in this group.
SMILES,SENP8 block-1,MIN6 prolif,UBC13 inh,HKDC1 inh,SENP1 inh,SENP7 block,SENP8 block-2,SENP6 block,PfGluPho inh
O=C(COc1ccccc1C(=O)NCC1CCCO1)Nc1ccc(Cl)cc1Cl (stereo not drawn),4.2,-1.5,-4.9,-8.2,0.3,7.7,-10.1,13.7,0.4
Cc1ccc(-c2nnc3n2CCCCC3)cc1,-6.6,-1.4,-2.8,-4.9,1.6,11.0,12.5,-5.6,-4.0
CCn1ccnc1C(O)c1cccc2ccccc12 (stereo not drawn),-8.9,-0.7,-8.1,1.7,1.5,-9.2,9.9,-10.0,-9.8
CCCCCCC(C)n1[nH]c(=O)c2c(C)cc(=O)[nH]c21 (stereo not drawn),-13.7,-2.4,-5.9,6.9,1.4,0.2,1.3,-6.8,-6.7
COCC(=O)N=Nc1c(O)[nH]c2ccccc12,-0.6,1.1,-3.9,-10.7,2.2,4.2,12.9,-2.3,0.9
O=C(O)c1ccc(Cn2cnc3sc4c(c3c2=O)CCCC4)cc1,-0.7,-2.2,4.4,-4.2,-0.3,6.0,12.1,-6.1,-46.0
N#Cc1c(NC(=O)c2cc(C3CC3)on2)sc2c1CCC2,-2.7,-0.3,-6.4,3.2,-1.4,-3.0,-1.3,-5.8,16.0
S=C(NCCc1ccccc1)Nc1c(Cl)cccc1Cl,4.4,-2.8,0.7,-2.7,2.0,7.4,19.2,4.2,4.3
CCN(CCCNC(=O)CCc1nc(-c2ccc(C)cc2)no1)c1cccc(C)c1,4.0,-2.3,8.6,1.3,0.5,-8.0,11.7,-16.7,24.4
Cc1cc(NC(=O)CCC(=O)N(c2ccc(F)cc2)C(C(=O)NC2CCCC2)c2ccc(C)o2)no1 (stereo not drawn),-17.4,-4.0,-8.5,-8.0,0.4,-6.7,18.3,-21.5,18.5
COc1ccc(N2CCN(CC(=O)Nc3cccc(S(=O)(=O)N4CCOCC4)c3)CC2)cc1,-11.2,0.7,2.7,-5.3,3.0,2.9,9.2,-0.6,2.6
S=C(NCc1ccccc1)NC1CCCc2ccccc21 (stereo not drawn),-4.7,-5.5,4.4,-6.9,1.0,-1.4,10.3,-13.4,5.6
O=C1CC(SCc2nc3ccccc3[nH]2)C(=O)N1c1cccc(F)c1 (stereo not drawn),-2.9,-1.3,5.7,-0.2,-9.2,4.7,-113.0,-2.3,-20.0
COc1cc(S(=O)(=O)Nc2cccnc2)ccc1F,-3.0,-1.7,-10.7,-0.1,-0.1,16.4,24.3,-6.2,-8.6
c1ccc2c3c([nH]c2c1)CCNC3,-15.7,0.5,7.1,-1.0,-19.8,-3.9,-49.8,-13.9,8.4
CCOC(=O)C1=C(COC(=O)CCc2ccccc2)NC(=O)NC1C (stereo not drawn),5.4,1.6,-2.6,-3.4,0.5,-4.5,15.3,-11.0,0.1
Cc1ccc2c(CN3CCCCC3)cc(=O)oc2c1C,4.9,0.9,-3.6,0.9,0.1,6.1,9.7,-12.5,6.9
CC(=O)N1CCc2cc(S(=O)(=O)NCC(=O)NCc3ccccc3Cl)ccc21,5.1,1.2,2.2,-7.2,-0.7,1.3,16.1,4.9,-8.2
O=C(CNS(=O)(=O)c1ccccc1F)NNC(=O)c1ccc(Br)cc1,-8.9,-1.5,-3.6,-3.9,2.0,-5.3,14.5,1.1,-17.9
CCOc1nc(N2CCCCC2)nc(-n2cc(-c3ccccc3)nn2)n1,-7.8,-2.8,0.8,7.7,-2.9,-3.3,36.0,3.0,-8.5
Cc1ccc(Nc2c(-c3ccc(C)o3)nc3ncccn23)cc1,-12.4,-1.5,-4.4,-0.3,50.0,-3.3,-13.2,-4.6,14.5
COc1ccc(N(CC(=O)NC2CCCCC2)C(=O)CCC(=O)Nc2nc(C)cs2)cc1OC,2.2,1.4,-2.7,-3.0,1.7,4.9,5.3,0.1,11.4
O=C(C1CCCCC1)N1CCN(c2ccccc2F)CC1,0.0,-2.9,3.5,0.6,-2.5,-4.2,8.8,20.0,-0.4
CCOC(=O)c1cc(C#N)c(N2CCCCC2)nc1-c1ccccc1,-4.1,-3.4,35.7,-0.4,-8.6,-1.5,-437.1,-23.1,17.1
Cc1ccccc1N1C(=O)CSC1=C(C#N)C#N,-3.5,0.3,-9.7,4.8,-9.5,-9.2,3.3,-16.0,-19.1
CCN(CC)S(=O)(=O)c1cccc(C(=O)NCC2CCCO2)c1 (stereo not drawn),0.2,-1.0,2.5,4.0,-1.5,0.6,12.2,6.5,-11.4
Cc1ccc(C(=O)N[C@H](C(=O)NC2CCCCCCC2)C(C)C)cc1,-3.9,-1.9,-3.5,-8.9,0.6,-12.4,4.2,-17.1,6.6
COC(C[C@H](O)C[C@@H](O)[C@H](C)OCc1ccccc1)OC,-0.4,0.9,5.0,-5.4,1.3,-1.5,14.1,-7.8,-2.8
CC1(NC(=O)N2CCOCC2)CCS(=O)(=O)C1 (stereo not drawn),0.7,-1.6,0.0,5.8,0.7,6.0,10.2,-26.9,-24.2
CCOC(=O)c1ccccc1Oc1c(F)c(F)nc(NCCO)c1F,-1.2,-0.8,6.3,-9.9,2.6,-2.5,11.3,-14.3,3.4
COCCNC(=O)NC1(C(F)(F)F)Oc2ccc(Cl)cc2O1 (stereo not drawn),-5.0,-4.2,-9.1,-3.4,5.1,-6.0,30.7,-5.8,-23.0
COc1ccc(Cl)cc1S(=O)(=O)NCc1cccs1,2.6,-1.6,-3.5,-1.0,0.8,6.2,3.0,2.4,-7.3
NC(=O)Cn1nc([N+](=O)[O-])nc1Oc1ccccc1C(=O)N1CCOCC1,8.2,0.0,0.9,-0.2,3.6,6.3,17.5,14.8,2.3
O=C(NC1CCSc2ccccc21)c1cccc([N+](=O)[O-])c1 (stereo not drawn),-9.6,-5.2,1.7,-2.0,-1.4,3.1,6.5,-0.3,-12.9
COc1cc2c(cc1OC)C(c1ccccc1C(F)(F)F)CC(=O)N2 (stereo not drawn),2.7,-2.7,6.2,-1.7,0.1,4.9,13.7,0.1,-2.7
CCN(CC)S(=O)(=O)c1ccc(-c2cn3ccc(C)cc3n2)cc1,-1.4,-3.3,10.9,2.0,10.0,10.3,-308.7,11.7,4.3
COc1ccccc1/C=C/C(=O)Nc1ccc2c(c1)OCCO2,51.6*,-3.7,-12.5,17.4,-0.3,60.0*,4.0,67.4*,56.0
CCn1c(CSc2nnc(-c3ccncc3)n2C)nc2cc(C(=O)O)ccc21,-1.6,-1.6,-7.3,-4.3,-0.6,-2.0,-83.1,4.1,4.9
C=CCn1c(C23CC4CC(CC(C4)C2)C3)n[nH]c1=S,-3.2,-3.5,7.0,-2.1,-3.5,-3.2,12.1,1.1,19.0
CCc1ccccc1NC(=S)N(CCN(C)C)C(C)c1ccccn1 (stereo not drawn),-3.2,-1.9,16.3,-10.4,1.6,-5.4,15.0,-8.0,9.2
N#CC(Sc1ccccn1)c1ccc(Cl)cc1Cl (stereo not drawn),-5.1,4.5,4.4,7.0,-1.4,4.8,-1.5,21.3,12.2
CCOC(=O)c1c(P(=O)(N2CCOCC2)N2CCOCC2)noc1N,7.1,1.3,6.8,-7.6,3.6,5.0,9.3,-2.2,6.8
O=C(c1ccccc1F)N1CCN(S(=O)(=O)c2ccc(S(=O)(=O)N3CCCCC3)cc2)CC1,1.9,1.4,-8.3,0.5,0.9,5.4,12.0,-1.6,0.5
CCOc1ccc(C(=O)Nc2c3c(nn2-c2cccc(Cl)c2)CS(=O)C3)cc1 (stereo not drawn),0.6,0.1,3.0,-12.1,-0.2,-1.1,1.9,2.1,-9.3
COc1ccc(S(=O)(=O)Nc2cccc(-n3cnnn3)c2)cc1OC,-7.9,-1.5,4.1,-0.1,3.3,-2.3,3.5,0.6,-19.0
Cc1cc(C)cc(NC(=O)COC(=O)CCC2CCCC2)c1,0.8,4.7,8.1,-0.1,3.3,-10.2,1.9,-21.9,3.3
CCOC(=O)c1sc(NC(=O)c2cccnc2)c(C#N)c1C,-0.6,-2.6,7.4,-6.0,-1.8,-7.8,8.3,14.7,1.9
COc1ccc(S(=O)(=O)NC2CCCCC2)cc1C(=O)N1CCCCC1,1.6,2.8,-4.4,3.1,1.7,0.1,16.8,-5.8,-6.1
Cc1cc(=O)oc2cc(NC(=S)NNC(=O)c3c(Cl)cnn3C)ccc12,0.2,-0.4,-4.0,-5.1,-6.8,-1.0,-431.4,41.3,17.5
c1ccc(CNc2nc(-c3ccccc3)nc3ccccc23)cc1,-10.0,-5.0,11.3,-1.4,1.9,-6.3,-8.6,2.8,11.9
# The list continues.
SMILES,SENP8 block-1,MIN6 prolif,UBC13 inh,HKDC1 inh,SENP1 inh,SENP7 block,SENP8 block-2,SENP6 block,PfGluPho inh
CN(C)/C=C(\C#N)C(=O)c1cccc(Oc2ccc(Br)cc2)c1,0.4,-0.9,4.4,8.9,-2.5,-6.3,21.0,-10.0,11.0
CN(CC(=O)Nc1ccccc1Cl)C(=O)CCc1nc2ccccc2c(=O)[nH]1,7.6,-0.8,7.6,-6.6,-23.6,0.9,-20.0,5.3,21.8
COCC(=O)Nc1cc(C)cn(Cc2c(F)cccc2Cl)c1=O,-4.3,-3.4,-1.8,-0.1,-2.5,1.1,-141.3,-13.8,6.7
COc1ccc([N+](=O)[O-])cc1NC(=O)C1C2C=CC(C2)C1C(=O)O (stereo not drawn),-4.9,3.8,-5.9,-1.0,2.2,-2.6,11.9,-3.5,6.4
O=c1[nH]c(=O)n(Cc2ccco2)c2c1C(C(F)(F)F)(C(F)(F)F)N=C(c1ccco1)N2,-12.4,-2.4,15.9,3.4,-13.6,-9.1,-91.3,-6.2,-18.2
Cc1ccc(-c2noc(C3CCCN(S(=O)(=O)c4ccc5ccccc5c4)C3)n2)o1 (stereo not drawn),-6.2,-2.7,-7.1,-0.7,0.4,-0.4,17.0,6.6,19.1
O=C1c2ccccc2C(=O)N1CCOc1ccc(F)cc1,16.1,-2.9,4.9,2.3,0.3,14.3,10.5,44.1,-11.4
COc1ccc2cc(C(=O)C3CCCN(Cc4cnc(C)s4)C3)ccc2c1 (stereo not drawn),0.6,0.6,14.4,-2.7,0.4,-0.7,-92.5,-6.7,15.4
O=C1CC(C(=O)Nc2ncccn2)C(c2ccccc2)O1 (stereo not drawn),-10.5,-2.3,-8.7,-4.6,0.1,-2.7,11.1,3.6,-3.7
CCOC(=O)Cc1csc(NC(=O)COc2ccccc2OC)n1,-7.3,-2.6,-3.8,-6.3,1.7,-4.2,8.4,1.3,3.4
